Bioassay records from PubChem.
HTR2A ag: mouse HTR2A agonism via beta-arrestin recruitment | P35363 | CHO-K1 mHTR2A beta-arrestin complementation, luminescence; percent of 30 µM serotonin response | activation, % at 7.6 µM | hit rate 0.66% among 360,000 | AID 624169;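 active = activation above a run cutoff, the mean activation of all tested compounds plus 3 SD, cut at about 14% in these data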;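 note: 0% = plate median of compound wells and 100% = 30 µM serotonin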
Target sequence (P35363 whole entry, looked up): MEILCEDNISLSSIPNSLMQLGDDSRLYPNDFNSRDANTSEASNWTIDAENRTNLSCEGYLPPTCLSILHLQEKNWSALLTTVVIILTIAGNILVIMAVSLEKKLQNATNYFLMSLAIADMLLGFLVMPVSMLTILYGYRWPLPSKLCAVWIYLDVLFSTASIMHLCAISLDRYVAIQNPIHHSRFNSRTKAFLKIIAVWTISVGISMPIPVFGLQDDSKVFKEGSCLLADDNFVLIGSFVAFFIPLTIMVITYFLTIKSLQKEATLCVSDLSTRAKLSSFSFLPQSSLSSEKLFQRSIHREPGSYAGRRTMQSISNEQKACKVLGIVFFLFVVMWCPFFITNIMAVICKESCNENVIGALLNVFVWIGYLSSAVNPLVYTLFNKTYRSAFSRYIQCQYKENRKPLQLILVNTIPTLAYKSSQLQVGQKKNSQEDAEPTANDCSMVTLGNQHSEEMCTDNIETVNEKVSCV
Exocytosis inh: blocks lytic granule exocytosis; inhibition, % at 10 µM; TALL-104 LAMP-1 surface exposure, flow cytometry; cells stimulated with thapsigargin and PMA; hit rate 0.66% among 360,000;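 active = inhibition above about 55%, limit read from the data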
ABCB6 inh MLPCN: human ABCB6 transporter inhibition; fluorescence ratio to DMSO, % at 10 µM; Q9NP58; hit rate 0.19% among 360,000; AID 602162; K562-ABCB6 porphyrin accumulation, flow cytometry, 1 h; stronger effect = lower value;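 active = fluorescence ratio to DMSO below 75%, the collection mean minus 3 SD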;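 note: signal is porphyrin accumulated inside mitochondria; 100% equals median channel fluorescence of DMSO control wells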
MC4R antagonist: blocks human MC4R cAMP signaling; P32245; MC4R-expressing cells, MTII-stimulated cAMP, LANCE TR-FRET; inhibition, % at 6.5 µM; hit rate 0.48% among 360,000; AID 540295;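 active = inhibition above its plate's cutoff, the mean of tested wells on that plate plus 3 SD, cut at about 29% in these data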;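 note: 0% = Melanotan II alone and 100% = Melanotan II plus saturating MCL0020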
Target sequence (P32245 whole entry, looked up): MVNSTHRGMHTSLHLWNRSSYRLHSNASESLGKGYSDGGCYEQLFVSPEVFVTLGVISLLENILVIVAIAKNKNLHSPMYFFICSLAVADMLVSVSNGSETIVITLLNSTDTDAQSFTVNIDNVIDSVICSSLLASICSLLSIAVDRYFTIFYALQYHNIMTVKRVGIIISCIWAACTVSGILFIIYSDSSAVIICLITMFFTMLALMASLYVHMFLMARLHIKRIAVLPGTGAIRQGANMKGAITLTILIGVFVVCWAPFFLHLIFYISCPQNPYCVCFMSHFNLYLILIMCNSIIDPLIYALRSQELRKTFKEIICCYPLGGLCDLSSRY
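Test system: U2OS cells stably expressing human melanocortin 4 receptor (MC4R); also added: Melanotan II challenge; compound: 6.5 µM single dose; timing: 30-min compound preincubation, 1-h Melanotan II challenge, 1-h detection, room temperature; signal: Eu-cAMP/anti-cAMP TR-FRET, emission 671 nm; repeats: one well per compound, no replicates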
MC4R barr agon: human MC4R agonism via beta-arrestin | hit rate 0.98% among 360,000 | activation, % at 8.9 µM | U2OS MC4R beta-arrestin complementation, luminescence; percent of melanotan II response, DMSO zero | AID 540308 | P32245;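 active = activation above a per-plate cutoff, the mean activation of sample wells on that plate plus 3 SD, cut at about 8% in these data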
hiPSC survival: hiPSC single-cell survival enhancement. ATPlite luminescence; 100% = ROCK inhibitor wells, 0% = DMSO. survival enhancement, % at 20 µM. hit rate 0.044% among 360,000; in the data active = survival enhancement above about 18%;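 note: cells exposed to compounds for 16 hours before the ATP read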
Cardio protect: myocardial damage modulation in H9c2 cells; H9c2 cardiomyocytes, H2O2 injury protection, ATPLite, 2 h; protection from H2O2 cell death, % at 20 µM; hit rate 0.63% among 360,000; AID 588492;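 active = compounds giving at least 50% protection of heart cells from peroxide-induced death in the single-dose screen, raw or plate-pattern-corrected value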;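 note: 0% = DMSO wells with peroxide and 100% = DMSO wells without peroxide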
aDG glyco act: alpha-DG glycosylation activation. Pro5-aDG cells, alpha-DG glycosylation AlphaScreen (IIH6); 0% Pro5, 100% B10-LARGE cell signal. activation, % at 10 µM. hit rate 0.22% among 360,000;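 active = activation of at least 8% versus controls, or a plate z-score of at least 8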;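 note: Pro5 are CHO cells carrying HIG-tagged alpha-DG that lacks glycosylation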
ABHD5-PLIN5 inh: inhibitors of human ABHD5-perilipin-5 interaction; hit rate 0.78% among 360,000; inhibition, % at 4 µM; Split G. princeps luciferase complementation, luminescence, 4 h; AID 602281; Q00G26+Q8WTS1;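 active = inhibition above the mean inhibition across every tested compound plus 3 SD, cut at about 22% in these data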;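 note: 0% = DMSO only wells and the 100% control is not disclosed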
N-glyco inh: blocks N-linked glycosylation in D54 reporter cells; D54 ERlucT glycosylation luciferase reporter, 24 h; percent of 100 nM tunicamycin response; hit rate 0.23% among 360,000; reporter increase, % at 12.5 µM;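 active = mean luciferase reporter signal, scaled so untreated is 0 and the glycosylation-blocking control 100, at or above a set limit in every replicate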;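 note: luciferase carries N-glycosylation sites so blocking glycosylation raises the light; 0% = median of neutral control wells and 100% = median of 100 nM tunicamycin wells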
Active calls of the source: *.

compound	HTR2A ag	Exocytosis inh	ABCB6 inh MLPCN	MC4R antagonist	MC4R barr agon	hiPSC survival	Cardio protect	aDG glyco act	ABHD5-PLIN5 inh	N-glyco inh
C/C(=N/NS(=O)(=O)c1ccc(Cl)cc1)c1cccc(NC(=O)c2ccc(Cl)cc2Cl)c1	-2	0	100	5	-0.1	1.5	-7	0.1	3	-2
CCOC(=O)N1CCC(NC(=O)c2ccc3c(c2)N(CC)CCS3)CC1	-2	-6	96	-1	-1.9	0.3	-4	0.0	-10	1
O=C1OCc2cc(NC(=O)C3CCCO3)ccc21 (stereo not drawn)	1	-10	100	3	-1.3	0.6	0	0.0	-4	1
COc1ccccc1/C=N/NC(=O)c1ccccc1NS(=O)(=O)c1ccc(C)cc1	-1	1	87	3	-1.3	-0.6	15	0.0	-1	2
Cc1noc(-c2ccc(C(F)(F)F)cc2)c1NC(=O)Nc1ccc(Cl)cc1	-2	9	96	20	1.9	-0.3	-15	0.2	-5	-6
O=C(O)c1ccc(C(=O)c2ccc3c(c2)C(=O)N(CCO)C3=O)cc1	5	16	96	3	-0.6	-0.1	8	0.0	0	0
O=C1c2ccc([N+](=O)[O-])cc2NC(c2ccco2)N1/N=C/c1ccco1 (stereo not drawn)	-4	-1	92	12	-1.5	-0.4	23	-0.2	-4	1
CCOC(=O)C1=C(C)NC(=O)NC1c1ccc(OC(C)C(=O)O)c(OC)c1 (stereo not drawn)	0	-6	102	1	0.9	-3.1	4	0.2	5	-1
CC(=O)N1CCOc2ccc(S(=O)(=O)N3CCC(C(=O)Nc4cc(C)ccc4C)CC3)cc21	-2	4	103	-3	1.2	0.1	-2	0.2	4	-1
COc1ccc(NC(=O)CS(=O)(=O)c2ccccc2)cc1	-2	-6	101	5	-1.4	-0.3	16	0.0	2	3
O=Cc1ccc(O)c(O)c1	-3	-3	91	7	-2.5	0.6	34	-0.1	1	-7
CC(=O)Nc1ccc(NC(=O)COC(=O)c2ccccc2C(=O)c2ccccc2)cc1	-8	-1	102	16	-2.8	-0.3	-6	0.2	1	-2
CCCC(=O)NCCc1nc2ccccc2n1C	-4	-2	96	3	-1.6	-3.7	-1	0.0	-3	-2
O=C1C2CCCN2C(c2ccco2)N1c1ccc(F)cc1 (stereo not drawn)	-1	-1	97	-4	-0.4	0.3	2	0.5	-2	1
Cc1ccc(/C=C(/C#N)C(=O)NC(C)c2ccccc2)o1 (stereo not drawn)	-4	-3	100	-5	-0.8	-1.6	-1	-0.4	20	2
CC1CCCN(S(=O)(=O)c2ccc(NC(=O)Cc3ccc(S(=O)(=O)N4CCOCC4)s3)cc2)C1 (stereo not drawn)	-6	2	103	-5	2.2	-0.1	-5	0.4	-7	-1
CCc1nnc(NC(=O)CSc2nc(C3CCCCC3)nc3ccccc23)s1	1	-3	96	13	1.1	0.8	6	0.0	-9	4
Cc1onc(-c2ccccc2)c1C(=O)NCc1ccco1	-5	3	101	0	0.5	1.2	4	0.0	5	2
Cc1cccc(-c2nc(CN3CCCC(C(=O)NC4CCCC4)C3)c(C)o2)c1 (stereo not drawn)	-3	14	98	-4	3.0	-1.8	-5	0.8	10	-4
CCn1nnnc1SCC(=O)N(C1CCCCC1)C1CCCCC1	-6	1	92	4	-0.1	1.7	2	0.1	-4	1
COc1ccc(-c2cc(C(=O)O)[nH]n2)cc1OC	2	0	101	-1	1.9	2.0	-2	-0.3	-1	3
CS(=O)(=O)c1ccc(Cl)c(NC(=O)Cc2ccsc2)c1	2	-1	96	1	-2.9	0.2	1	0.6	-6	3
COc1ccccc1C(=O)Nc1ccc(OCc2nnc3c4ccccc4c(C)nn23)cc1	10	-2	101	-8	-2.0	-0.6	38	1.4	7	-1
COc1ccc2cc(C(=O)Nc3ccc(O)cc3)sc(=O)c2c1OC	-6	0	102	19	0.5	-0.9	20	-0.3	4	6
COc1cccc(-c2cc(C(=O)N3CCN(C(=O)c4ccco4)CC3)on2)c1	0	-16	93	16	0.6	-0.6	-3	1.4	3	0
O=C(Nc1nncs1)C1CC(=O)N(CCc2ccc(F)cc2)C1 (stereo not drawn)	-1	-2	98	-4	-1.5	-0.7	2	0.0	-8	2
CC(C)CCn1c(CN2CCN(Cc3ccccc3)CC2)nc2c1c(=O)n(C)c(=O)n2C	-2	3	87	3	0.5	1.1	8	0.1	-1	2
COc1ccc(S(=O)(=O)N2CCOC2CNC(=O)C(=O)NCc2ccco2)cc1 (stereo not drawn)	-2	-2	95	5	-1.7	-0.7	1	0.0	-1	-1
S=C(NCc1ccccc1)NNc1nc2ccccc2[nH]1	-3	9	92	1	-4.5	0.9	-8	0.3	-13	1
CC1(C)CC(=O)C2=C(C1)N(c1ccccc1)C(=O)C2(O)C(F)(F)F (stereo not drawn)	2	5	95	3	-1.9	-1.2	2	-0.3	3	1
NS(=O)(=O)c1cccc(NC(=O)/C=C/c2cccs2)c1	-5	-1	93	-10	-1.2	-0.5	-12	-0.2	2	0
CCn1c(-c2ccccc2Cl)nn(CC(=O)NCCc2ccccc2)c1=S	-1	3	93	1	0.2	0.8	-1	0.1	-1	4
N#Cc1ccsc1NC(=O)C1CCCN1S(=O)(=O)c1cccs1 (stereo not drawn)	3	-4	90	5	-2.7	-0.3	0	0.0	1	3
COc1ccccc1NC(=O)c1ccc(C)s1	2	-2	101	14	0.9	-2.6	-5	0.0	-3	0
COC(C[C@H]1O[C@H]1C(=O)COCc1ccccc1)OC	5	2	96	-6	-2.2	1.7	9	0.0	17	1
C/C(=N\N=C(/N)SC1CC(=O)N(c2ccc(Cl)cc2)C1=O)c1cccs1 (stereo not drawn)	1	5	100	-3	2.5	-1.9	-7	-0.3	-2	2
C[C@@H]1CCCCO[C@H](CN(C)C(=O)Nc2ccc(C(F)(F)F)cc2)[C@@H](C)CN([C@H](C)CO)C(=O)c2cc(NC(=O)c3ccncc3)ccc2O1	6	0	99	2	0.0	2.6	-4	0.0	2	-1
CS(=O)c1ccccc1-c1nc(-c2ccc([N+](=O)[O-])cc2)no1 (stereo not drawn)	6	0	97	11	-0.9	-0.6	8	-0.4	-1	2
CCN(CC)S(=O)(=O)c1cc(NS(=O)(=O)c2cccc(Cl)c2Cl)ccc1C	-1	-2	91	-5	3.5	-0.7	-9	-0.1	1	3
OCC[C@H]1C[C@@H](O)[C@H](O)[C@]2(CCCCO2)O1	10	2	97	3	-0.2	3.8	2	0.1	2	0
COc1cc(/C=C/C(=O)O)cc(S(=O)(=O)Nc2cc(S(=O)(=O)N3CCCCC3)ccc2Cl)c1OC	4	35	105	16	0.4	2.2	1	-0.1	-4	4
O=C(O)c1ccc(CNS(=O)(=O)c2ccc3ccccc3c2)cc1	5	-7	100	-7	0.3	-0.4	-7	-0.1	3	1
CCCCn1cnc2cc(C)c(C)cc21	1	-5	96	0	-2.5	0.1	-1	-0.4	2	3
Cc1cc(C)nc(SCc2ccc(C(=O)NN=C3C4CC5CC(C4)CC3C5)cc2)n1	1	-1	97	8	-2.8	1.5	6	-0.1	-3	2
CCCCCc1cc(=O)oc2c(C(CCN3CCCCC3)c3ccc(OC)cc3)c(OC)cc(OC)c12 (stereo not drawn)	-11	17	89	12	2.6	-3.8	-34	-0.7	26*	-7
CC(=O)N(C)c1ccc(OCC(O)CN(c2ccccc2C)S(=O)(=O)c2ccc(C)cc2)cc1 (stereo not drawn)	-8	5	95	21	-0.3	-0.2	-5	-0.3	9	1
CCCNS(=O)(=O)c1ccc(OCC(=O)N2CCC(C(=O)OCC)CC2)cc1	4	2	97	4	-0.7	-0.4	6	0.1	5	-3
Cc1cnc(C(=O)OCC(=O)Nc2ccc(Cl)cn2)cn1	4	-4	98	1	-1.4	-0.5	2	0.1	0	-1
CCN(CC)Cc1cc(NC2=NS(=O)(=O)c3ccccc32)ccc1OC(=O)C(C)C	-5	-4	97	2	-0.9	6.9	24	0.0	3	1
Cc1cccc(N(C(=O)C(F)(F)F)C(C(=O)NC2CCCCC2)c2cccs2)c1 (stereo not drawn)	0	1	101	14	20*	-1.3	-2	-0.1	-5	-6

The last two compounds of the section before lead into the next.
compound	HTR2A ag	Exocytosis inh	ABCB6 inh MLPCN	MC4R antagonist	MC4R barr agon	hiPSC survival	Cardio protect	aDG glyco act	ABHD5-PLIN5 inh	N-glyco inh
CCN(CC)Cc1cc(NC2=NS(=O)(=O)c3ccccc32)ccc1OC(=O)C(C)C	-5	-4	97	2	-0.9	6.9	24	0.0	3	1
Cc1cccc(N(C(=O)C(F)(F)F)C(C(=O)NC2CCCCC2)c2cccs2)c1 (stereo not drawn)	0	1	101	14	20*	-1.3	-2	-0.1	-5	-6
O=C(O)c1c(C(=O)N2N=C3/C(=C/c4ccccc4)CCCC3C2c2ccccc2)cccc1[N+](=O)[O-] (stereo not drawn)	1	5	96	-1	-0.4	0.6	-1	0.3	8	0
Cc1nn(-c2ccccc2)c2[nH]c(=O)c(CNCCN3CCOCC3)cc12	1	-1	98	1	-1.8	-2.8	4	-0.2	0	0
Cc1ccc(SCc2cc(=O)[nH]c(N3CCOCC3)n2)cc1	-2	-1	96	1	2.6	-0.9	2	0.1	-1	0
O=C(NCc1ccccc1Cl)c1cccc(NC2=NC3CS(=O)(=O)CC3S2)c1 (stereo not drawn)	1	0	99	7	1.2	-0.3	-3	0.1	-3	1
O=C(/C=C/c1ccc(-c2ccccc2[N+](=O)[O-])o1)c1ccc(Br)cc1	2	32	105	-4	-2.0	-1.8	-8	-0.3	6	21
COc1cccc(-n2c(=O)[nH]cc(C(=O)Nc3ccc(NC(C)=O)cc3)c2=O)c1	3	-2	98	9	-0.1	-1.0	6	0.8	3	2
NC(=O)c1cc[n+](Cc2ccccc2Cl)cc1	-1	2	92	10	-0.2	-0.4	-2	0.1	12	2
CC(NC(=O)c1ccc(CS(=O)(=O)c2ccc(Cl)cc2)o1)c1ccc2c(c1)OCCO2 (stereo not drawn)	3	-3	99	18	-1.6	-0.4	10	-0.4	6	-3
Cc1cc2c3c(c1C)C1(C(=O)N3C(C)(C)CC2C)C(C#N)=C(N)OC2=C1C(=O)CC(C)(C)C2 (stereo not drawn)	1	0	97	9	1.1	0.6	1	0.1	4	-2
Cc1ccccc1NC(=O)c1cn(-c2ccccc2)nc1-c1ccccc1	11	-4	100	-4	4.5	-0.2	-5	-0.1	10	-4
O=C(OCC#CCSc1nc2ccccc2s1)c1ccco1	3	-4	95	7	-0.2	-0.5	-3	0.3	-2	3
O=C(Nc1nc2c(s1)COc1ccccc1-2)c1cccs1	-5	1	90	23	1.0	0.1	-23	-0.4	5	10
Cc1cc(-c2ccccc2N)n[nH]1	2	-3	105	1	-1.2	-1.1	-13	0.6	6	1
Cc1c(NC2(C#N)CCCC2)c(=O)n(-c2ccccc2)n1C	1	-3	94	2	-1.9	1.8	5	-0.1	0	0
